# HTRA1 inhibitor: HTRA1 serine protease inhibitors, primary screen, biochemical, fluorescence polarization, HTS; AID 504803, 2011; recombinant HTRA1, FP-rhodamine activity-based probe; inhibition, % at 5.96 µM; actives 0.5% (n = 340,000); in the data active = inhibition above about 36%;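 note: 0% = enzyme with DMSO and 100% = wells lacking enzyme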
# Target sequence (Q92743 whole entry, looked up): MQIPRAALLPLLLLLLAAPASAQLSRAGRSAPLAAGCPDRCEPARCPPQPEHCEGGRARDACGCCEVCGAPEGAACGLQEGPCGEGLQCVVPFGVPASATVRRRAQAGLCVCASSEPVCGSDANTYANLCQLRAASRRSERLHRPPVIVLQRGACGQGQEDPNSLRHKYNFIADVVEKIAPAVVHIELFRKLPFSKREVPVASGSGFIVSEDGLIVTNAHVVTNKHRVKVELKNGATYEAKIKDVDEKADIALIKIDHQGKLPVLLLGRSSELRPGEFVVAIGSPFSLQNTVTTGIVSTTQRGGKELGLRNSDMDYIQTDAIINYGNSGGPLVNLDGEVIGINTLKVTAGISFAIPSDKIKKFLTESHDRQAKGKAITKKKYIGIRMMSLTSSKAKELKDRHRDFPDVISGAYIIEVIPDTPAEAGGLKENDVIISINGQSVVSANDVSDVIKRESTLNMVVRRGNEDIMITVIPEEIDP
# rCAG RNA binder: binders of r(CAG) RNA repeats, primary screen, biochemical, fluorescence | r(CAG) RNA repeat, TO-PRO-1 dye displacement fluorescence | inhibition, % at 3 µM | actives 1.3% (n = 370,000);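 active = inhibition above the plate cutoff, the mean of all test compounds on that plate plus 3 SD, cut at about 35% in these data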;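 note: 0% = DMSO alone and 100% = 100 µM mitoxantrone as full dye displacement; higher means more dye released from RNA so lower well fluorescence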
# NR1D1 modulator: modulators of Rev-erb alpha DNA binding, primary screen, biochemical, FITC-DNA, fluorescence polarization, uHTS; Rev-erbα–FITC-DNA binding, 90 min; activity, % at 10 µM; actives 0.79% (n = 370,000);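 active = activity above about 14%, limit read from the data; passing the limit was not always enough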;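 note: 0% = DMSO wells with 35 nM protein and 100% = DMSO wells with 750 nM protein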
# PRMT1 inh: PRMT1 methyltransferase inhibitors, primary screen, biochemical, fluorescence polarization; recombinant PRMT1, activity-based probe fluorescence polarization; inhibition, % at 2.79 µM; AID 652257, 2013; actives 1.3% (n = 370,000);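 active = inhibition above about 21% made by adding two undisclosed values, limit read from the data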
# SIAE inh: human SIAE inhibitors, primary screen, biochemical, fluorescence polarization, FP-Rh probe, 1536-well HTS. inhibition, % at 9.66 µM. SIAE FP-Rh probe binding. AID 1053197, 2014. actives 0.69% (n = 370,000);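 active = inhibition above a cutoff: mean of compounds within the control limits plus 3 SD of those, cut at about 17% in these data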;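 note: 0% = plate median of compound wells and 100% = probe without SIAE protein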
# TDP2 absorb: human TDP2 enzyme inhibitors, primary screen, biochemical, epi absorbance, recombinant enzyme. T5PNP hydrolysis, p-nitrophenol absorbance 415 nm. AID 720702, 2013. inhibition, % at 12.8 µM. actives 0.34% (n = 370,000);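 active = inhibition above the mean of all tested compounds plus 3 SD, set per campaign, cut at about 25% in these data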;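 note: 0% = DMSO with enzyme and 100% = buffer with substrate but no TDP2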
# Target sequence (O95551 whole entry, looked up): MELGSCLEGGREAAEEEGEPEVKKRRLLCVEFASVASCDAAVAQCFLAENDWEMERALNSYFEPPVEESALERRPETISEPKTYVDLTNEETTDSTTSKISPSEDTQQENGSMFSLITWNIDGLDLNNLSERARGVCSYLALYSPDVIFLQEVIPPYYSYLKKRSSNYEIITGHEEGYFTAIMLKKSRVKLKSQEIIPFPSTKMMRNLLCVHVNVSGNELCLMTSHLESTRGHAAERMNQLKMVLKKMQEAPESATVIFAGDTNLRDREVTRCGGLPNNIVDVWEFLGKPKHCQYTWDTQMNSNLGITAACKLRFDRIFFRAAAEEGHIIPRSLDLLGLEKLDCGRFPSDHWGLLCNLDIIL
#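 Assay system: recombinant human TDP2 / Reagent: T5PNP substrate at 5 mM, a TopII-DNA adduct mimic / Measured by: epi absorbance from released p-nitrophenol / Evaluation: % inhibition relative to enzyme-containing and enzyme-free wells / Control set: enzyme-free and DMSO wells / Replicates: each compound tested once, singlicate / Schedule: enzyme reaction with compound for 2 h at 37 °C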
# mABHD4 FP: ABHD4 inhibitors, primary screen, biochemical, fluorescence polarization, mouse; (Lyso)-N-acylphosphatidylethanolamine lipase (Mus musculus), Q8VD66; purified mABHD4, FP-Rh probe fluorescence polarization; inhibition, % at 8.92 µM; actives 0.54% (n = 370,000); AID 720543, 2013;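 active = inhibition exceeding the mean over every tested compound plus 3 SD, cut at about 30% in these data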;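 note: 0% = plate median of compound wells and 100% = S159A mutant with DMSO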
#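 assay system = mABHD4 protein | compound dosing = single nominal dose of 8.92 µM, 0.89% DMSO final | read-out basis = percent inhibition of probe binding, normalized to plate controls | schedule = Enzyme–compound pre-incubation 45 min, then probe 60 min, both 25 °C | detection = fluorescence polarization, excitation 525 nm, emission 598 nm, BODIPY TMR filters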
# PG9 Ab binder: binders of HIV-1 gp120 antibody PG9, primary screen, biochemical, TR-FRET. inhibition, % at 6.7 µM. TR-FRET gp120-PG9 antibody binding. HIV-1 gp120 / PG9 antibody interaction. actives 0.43% (n = 360,000); in the data active = inhibition above about 8.5%
# TCR-CD3 inh: inhibitors of human TCR-CD3 interaction, primary screen, biochemical, fluorescence, TAMRA-labeled TCR probe | T-cell receptor (TCR) | inhibition, % at 9.4 µM | actives 0.37% (n = 360,000); in the data active = inhibition above about 19%;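 note: recombinant mutant TCR 2C K166C tagged with TAMRA read by polarization; 0% = receptor in buffer alone and 100% = receptor with positive control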
# LEDGF integ inh: blockers of LEDGF/p75-dependent integrase strand transfer – biochemical, TR-FRET, high throughput, primary screen; inhibition, % at 3.7 µM; actives 0.64% (n = 370,000); AID 743269, 2014; TR-FRET IN-LEDGF/p75 DNA integration, Eu/Cy5; HIV-1 integrase (with human LEDGF/p75);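 active = inhibition above the screen-wide mean plus 3 SD, cut at about 13% in these data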;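 note: signal is the Cy5 over europium emission ratio at 671 and 618 nm; 0% = plate median of compound wells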
# * hit, by the source's call; / = no result given.
SMILES,HTRA1 inhibitor,rCAG RNA binder,NR1D1 modulator,PRMT1 inh,SIAE inh,TDP2 absorb,mABHD4 FP,PG9 Ab binder,TCR-CD3 inh,LEDGF integ inh
CC(=O)C1=C(C)NC(SCC(=O)c2ccccc2)=C(C#N)C1CC(C)C (stereo not given),-18,5,-1,6,-3,1,-3,0.0,7,0
CCNC(=O)C1CN(S(=O)(=O)c2ccccc2)CCN1S(=O)(=O)c1ccccc1 (stereo not given),0,-2,1,1,-2,2,4,0.6,-7,-1
CN(C)CCNC(=O)c1cccc(-c2cnc3c(NC=O)cc(-c4ccc(S(C)(=O)=O)cc4)cn23)c1,/,15,-3,-4,-5,-3,2,-0.5,-20,2
O=C1NC(=S)SC1=Cc1ccccc1Br,-31,25,4,6,-15,-8,-53,0.2,-2,1
O=C(Nc1ccc2[nH]ncc2c1)c1ccccc1Cl,5,-1,2,2,1,-12,2,-1.4,-5,-4
Cc1cccn2c(=O)nc(SCC(=O)N3CCN(c4ccccc4)CC3)nc12,1,-1,-1,3,-1,4,3,-2.1,7,2
O=c1c2ccccc2[nH]c(=S)n1CCCn1ccnc1,-6,-2,-1,-4,1,10,5,-1.0,5,6
C/C(=N\NC(=O)c1cc(-c2ccc(O)cc2)nc2ccccc12)c1cccnc1,-36,19,-1,-3,-62,11,-40,-2.3,2,0
CCCn1cc(CN2CCCC(C(=O)c3cccc(OC(C)C)c3)C2)c(C)n1 (stereo not given),-2,-10,-2,0,4,-4,-1,-1.2,0,0
COC(=O)C1=C(C)N(C)C(=NCc2ccc(OC)cc2)NC1c1ccc(F)cc1 (stereo not given),/,7,-5,-1,1,9,-2,0.1,-5,0
COc1ccc(-c2cc(C(F)(F)F)c3c(N)c(C(=O)NCCSC)sc3n2)cc1,-12,-2,-4,3,-6,4,0,3.2,-1,-1
Nc1nc(N)c(Cc2ccc(Cl)cc2Cl)c(N)n1,9,-1,0,-1,8,-2,-3,-0.3,4,0
CC(C)c1ccc(-c2nnc(SCC(=O)NC3CC3)n2C)cc1,4,-6,-1,4,-1,-3,-2,0.4,-6,-7
Oc1ccc(N=Nc2ccc3c(c2)OCCO3)c(O)c1,0,10,8,0,-5,-15,1,-1.6,-1,4
CCC(=O)c1ccc(OCC(=O)Nc2ccc3nc(C)sc3c2)cc1,-7,1,-1,3,-1,4,0,2.9,0,-4
CCN(CC)c1ccc(/C=c2\sc3nnc(-c4ccccc4Cl)n3c2=O)cc1,-4,0,19*,-7,-14,-8,-3,-1.5,-1,-4
O=C(Nc1ccc(S(=O)(=O)Nc2nccs2)cc1)c1ccc(=O)[nH]c1,8,25,9,4,-24,7,13,-2.2,18,1
CCCc1[nH][nH]c(=O)c1C(c1ccc(Br)cc1)C(C#N)C#N (stereo not given),-10,5,1,3,-2,8,5,-3.0,-8,0
Cn1c(N)c(S(=O)(=O)c2ccc(Br)cc2)c2nc3ccccc3nc21,-48,17,-1,0,-16,6,-3,2.6,-3,2
CCN(CC(=O)Nc1ccccc1C(F)(F)F)C(=O)c1ccc2[nH]c3c(c2c1)CC(C)CC3 (stereo not given),-23,-3,-2,4,7,-6,1,-1.8,4,0
COc1cccc(Nc2nc(C(N)Cc3ccc(F)cc3)cs2)n1 (stereo not given),/,15,-2,2,5,-4,19,0.0,-2,7
Fc1cccc(Nc2nc3ccccc3n3cnnc23)c1,-14,11,12,-5,0,3,-12,-1.6,9,-1
N#CC(c1ccccc1)C(CC(=O)c1ccccc1)c1ccccc1 (stereo not given),-22,1,8,-3,2,-8,-1,-0.3,0,3
O=C(COC(=O)c1ccccn1)Nc1ccc2c(c1)OCO2,4,0,-4,0,-2,4,9,0.7,4,0
N#Cc1c(NC(=O)CCC(=O)O)sc2c1CCCC2,-1,2,-2,0,6,5,0,0.3,-2,-2
O=C1NC[C@H](CCCCN2CCN(CC3CCCCC3)C(=O)C2=O)N(CC2CCCCC2)C1=O,/,0,2,0,-3,6,4,0.9,5,3
O=C(O)c1ccc(N2C(=O)CC(N3CCN(c4ccc(Cl)cc4)CC3)C2=O)cc1 (stereo not given),2,1,2,1,9,19,3,-0.6,5,2
CC(=O)Nc1cccc(N)c1,4,3,-7,-3,-3,-7,-1,-0.5,4,1
CCCC(=O)NC(c1ccccc1Cl)c1ccc2cccnc2c1O (stereo not given),38*,4,-4,2,15,-23,7,-2.1,-5,-3
O=C(NCc1cccnc1)C1CC(c2ccccc2O)=NO1 (stereo not given),-2,-3,-2,-3,0,22,-2,-0.1,9,-2

# 2 compounds drawn at random from those above:
SMILES,HTRA1 inhibitor,rCAG RNA binder,NR1D1 modulator,PRMT1 inh,SIAE inh,TDP2 absorb,mABHD4 FP,PG9 Ab binder,TCR-CD3 inh,LEDGF integ inh
CCCn1cc(CN2CCCC(C(=O)c3cccc(OC(C)C)c3)C2)c(C)n1 (stereo not given),-2,-10,-2,0,4,-4,-1,-1.2,0,0
CC(C)c1ccc(-c2nnc(SCC(=O)NC3CC3)n2C)cc1,4,-6,-1,4,-1,-3,-2,0.4,-6,-7

# Next compounds
SMILES,HTRA1 inhibitor,rCAG RNA binder,NR1D1 modulator,PRMT1 inh,SIAE inh,TDP2 absorb,mABHD4 FP,PG9 Ab binder,TCR-CD3 inh,LEDGF integ inh
NC1=NN(c2c(Cl)cc(Cl)cc2Cl)C(=O)C1,-2,8,3,2,5,-3,-4,0.0,-5,-2
O=S(=O)(c1ccccc1)c1nc(-c2ccccc2)oc1NCc1cccnc1,-1,-2,9,-4,-4,0,-2,-1.0,4,-2
Cc1cc(=O)n2c(-c3ccc(Cl)cc3)csc2n1,2,-1,-2,-3,1,-1,4,-2.9,-2,1
Cc1ccc(N=C2NC(=O)S/C2=C\c2ccco2)cc1,-7,10,6,3,-4,-5,-11,-3.2,2,-2
COC(=O)c1ccc(N2CCN(S(=O)(=O)c3ccc(Br)cc3)CC2)c([N+](=O)[O-])c1,0,1,-3,-1,-7,2,0,-1.6,5,1
COc1ccc(-c2nc(=S)[nH][nH]2)cc1,-5,1,-1,10,2,-4,5,-1.7,-2,-5
O=C1N[C@@H](Cc2ccccc2)C(=O)N2CCC[C@@H]12,0,0,2,2,-3,15,4,0.9,-5,-8
COc1ccc2[nH]c(=O)c(CN(CCCN(C)C)C(=O)Nc3ccc(F)cc3)cc2c1,-2,1,-5,1,1,7,-3,-1.0,-2,4
CCOc1ccc(N=Nc2ccc(O)c3ncccc23)cc1,36,5,1,-1,10,5,14,-1.2,-1,2
O=C(Nc1ccc(NC(=O)C2CC2)nc1)c1cccnc1,3,0,4,-1,8,-10,2,-3.7,0,1
CCCCN1C(=S)SC(C)(C)C1/[N+]([O-])=C/c1ccc(S(=O)(=O)NC)cc1 (stereo not given),2,2,-2,-1,-2,-13,-1,-1.8,0,-1
OC1CCCN(CC(O)COC(c2ccccc2)c2ccccc2)C1 (stereo not given),-3,-5,-1,1,8,2,4,-0.9,1,-2
Cc1nc(C)c(Oc2ccc(Cl)cc2Cl)c(=O)[nH]1,0,-5,0,-1,8,-4,1,0.3,7,-9
O=C(Nc1ccc2c(c1)OCO2)C(c1ccc(Cl)cc1)N1CCC2(CC1)OCCO2 (stereo not given),-9,0,-1,-2,-4,-2,-1,-1.8,0,-2
O=C(CCC(=O)c1ccc(Br)cc1)Nc1ccc(F)cc1,-15,1,0,-3,0,-5,-3,-1.2,-1,-1
COc1ccc(C)cc1NC(=O)CCNC(=O)c1ccco1,-2,2,4,-4,4,26*,0,-1.3,-1,3
O=C(c1ccc(-c2ccccc2)cc1)N1CCN(c2ccccc2F)CC1,-39,1,1,1,-2,-18,-1,-0.9,9,0
Cc1ccc(S(=O)(=O)N2CCC(=O)N(CCOC(=O)Nc3cccc(Cl)c3)CC2)cc1,-13,0,2,-1,-10,3,0,0.2,5,0
Cc1cccc(/C=C/c2onc(C)c2S(=O)(=O)N2CCC(C(=O)NC(C)(C)C)CC2)c1,-7,3,-1,-7,-7,10,1,-0.7,3,1
COC(=O)c1[nH]c2cccc(OC)c2c1NC(=O)CN(C)CC1OCCO1,0,0,1,-2,10,-11,1,-2.0,3,5
CCOC(=O)CCCNC(=O)COC(=O)c1cc(Br)c(Br)s1,2,-8,-1,-1,-5,2,-4,-0.8,3,0
O=C(O)c1ccccc1/C=N/n1c(C2CCCCC2)n[nH]c1=S,0,-2,4,-4,3,18,4,0.3,-5,-7
Cc1cc(Br)ccc1S(=O)(=O)n1ccnc1C,-5,-1,-4,0,-3,1,4,0.8,-3,-3
CC(OC(=O)CCN=C1NS(=O)(=O)c2ccccc21)C(=O)NC1CCCCC1C (stereo not given),1,0,1,1,-4,4,1,-1.2,7,3
N#Cc1c(SCC(=O)Nc2cccc(F)c2)sc2c(O)cc(=O)[nH]c12,-20,61*,-9,20,-5,-3,-40,-2.7,8,17*
COc1ccc(-c2c(C(F)(F)F)nn(C)c2NC(=O)c2cccnc2)cc1,/,1,-3,2,1,9,-3,-2.0,10,1
COc1cc2cc(C(=O)N3CCN(Cc4ccc5c(c4)OCO5)CC3)c(=O)oc2cc1OC,3,-6,-1,3,2,6,0,1.7,-10,-2
O=C(NCc1ccco1)c1cccc(-c2ccc3nccn3c2)c1,/,7,-5,21,-4,-12,-7,2.0,-3,0
COc1cc2c(cc1OC)C1C(C(=O)Nc3ccccc3N3CCN(C)CC3)c3ccccc3C(=O)N1CC2 (stereo not given),-2,-6,-5,2,-6,-5,-4,0.6,-1,-6
CC1(C)OC(=O)C2=C(C[C@@H](C3CCCC3)O[C@H]2CCc2cccc(Cl)c2)O1,/,1,3,3,6,-7,-4,-0.1,3,-2
COC(=O)C1=C(C)N(Cc2ccccc2)C(=NCc2ccco2)N[C@H]1c1cccc(F)c1,7,10,1,3,7,11,13,0.9,-3,3
CC1Sc2ccc(S(=O)(=O)N3CCC(C(N)=O)CC3)cc2NC1=O (stereo not given),5,0,4,-2,8,2,5,-0.6,5,2
COc1ccc(OC)c(C(=O)CSc2nc3c(c(=O)n(C)c(=O)n3C)n2C(C)C)c1,3,0,37*,1,-5,8,3,-0.9,-1,-2
Cc1cc(C)nc(Nc2ncc(O)n2-c2ccc(C)c(C)c2)n1,7,-4,-1,-3,-11,-4,4,-1.8,0,-3
CCCN(CC(=O)Nc1ccccc1C)C(=O)C1CCN(C(=O)Nc2ccccc2)CC1,0,-3,-8,6,-1,10,9,-0.4,-5,-3
CCN1CCc2c(sc(N)c2C(N)=O)C1,0,-13,3,8,-6,7,-4,-4.6,3,-1
COc1ccccc1/C=N/NC(=S)NCc1ccco1,-18,5,2,4,3,-2,2,-1.4,-6,0

# Not all compounds are listed, so the mix of outcomes need not match the whole.
